Compound activity from PubChem.
CAL PDZ FP-1 – CAL PDZ peptide-binding inhibitors, primary screen, biochemical, fluorescence polarization, Cer-tagged CAL PDZ, HTS; inhibition, % at 20 µM; purified CAL PDZ, TMR-peptide fluorescence polarization, 1 h; Golgi-associated PDZ and coiled-coil motif-containing protein (Homo sapiens), Q9HD26; 330,000 compounds, 0.02% hits; AID 504414, 2011;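 active = highest replicate inhibition of at least 40%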;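 also: plate controls were DMSO neutral control wells for no effect and unlabeled competitor peptide control wells for full effect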
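Material – purified CerCALP PDZ construct · Detection – FP readout, S and P plane fluorescence · Measure – percent inhibition from loss of millipolarization · Controls – unlabelled peptide for full inhibition, DMSO wells as neutral · Probe or stimulus – TMR-labelled reporter peptide T*-PRC34 bound in PDZ groove · Times – 1 h at RT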
CAL PDZ FP-2 – untagged CAL PDZ binding inhibitors, primary screen, biochemical, fluorescence polarization, HTS; inhibition, % at 24.9 µM; AID 602252, 2012; Golgi-associated PDZ and coiled-coil motif-containing protein (Homo sapiens), Q9HD26; 300,000 compounds, 0.92% hits; purified CAL PDZ, TMR-peptide fluorescence polarization, 1 h;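 active = mean inhibition of at least 30% with at least half of replicates also reaching 30%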;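 also: 0% = DMSO neutral control and 100% = excess unlabeled competitor peptide PRC23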
Arrestin-AP2 inh – inhibitors of beta-arrestin/AP2 binding, primary screen, biochemical, GPCR trafficking, flow cytometry. inhibition, % at 10 µM. 340,000 compounds, 0.31% hits. AID 504490, 2011. FITC-arrestin peptide / GST-AP2 beads; AP2 beta2 appendage carries R879A mutation. beta-arrestin 1 C-terminal peptide binding to AP2 beta2-adaptin appendage (human);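 active = inhibition above a set limit, near 3 SD of compounds lacking own fluorescence, cut at about 54% in these data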;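 also: plate controls were DMSO wells for no effect and 5 µM unlabelled arrestin peptide for full effect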
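Material – GST-tagged AP2 beta2-adaptin appendage (R879A) on 4 µm glutathione beads · Probe or stimulus – fluorescein-tagged arrestin peptide at 50 nM final · Timing – 12 min plus 1 h, RT · Detection – bead flow cytometry, FITC channel · Read-out basis – inhibition as reduced fluorescein signal on beads, percent · Medium – PBS plus Tween 20 (0.05%) and BSA (0.1%)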
NSD2 inh – NSD2 histone methyltransferase inhibitors, primary screen, biochemical, AlphaScreen, single concentration, set 2; Histone-lysine N-methyltransferase NSD2 (Homo sapiens), O96028; NSD2 peptide methylation, 120 min; inhibition, % at 12.5 µM; 310,000 compounds, 0.54% hits; AID 743445, 2014; in the data active = inhibition above about 50%
Target sequence (O96028 whole entry, looked up): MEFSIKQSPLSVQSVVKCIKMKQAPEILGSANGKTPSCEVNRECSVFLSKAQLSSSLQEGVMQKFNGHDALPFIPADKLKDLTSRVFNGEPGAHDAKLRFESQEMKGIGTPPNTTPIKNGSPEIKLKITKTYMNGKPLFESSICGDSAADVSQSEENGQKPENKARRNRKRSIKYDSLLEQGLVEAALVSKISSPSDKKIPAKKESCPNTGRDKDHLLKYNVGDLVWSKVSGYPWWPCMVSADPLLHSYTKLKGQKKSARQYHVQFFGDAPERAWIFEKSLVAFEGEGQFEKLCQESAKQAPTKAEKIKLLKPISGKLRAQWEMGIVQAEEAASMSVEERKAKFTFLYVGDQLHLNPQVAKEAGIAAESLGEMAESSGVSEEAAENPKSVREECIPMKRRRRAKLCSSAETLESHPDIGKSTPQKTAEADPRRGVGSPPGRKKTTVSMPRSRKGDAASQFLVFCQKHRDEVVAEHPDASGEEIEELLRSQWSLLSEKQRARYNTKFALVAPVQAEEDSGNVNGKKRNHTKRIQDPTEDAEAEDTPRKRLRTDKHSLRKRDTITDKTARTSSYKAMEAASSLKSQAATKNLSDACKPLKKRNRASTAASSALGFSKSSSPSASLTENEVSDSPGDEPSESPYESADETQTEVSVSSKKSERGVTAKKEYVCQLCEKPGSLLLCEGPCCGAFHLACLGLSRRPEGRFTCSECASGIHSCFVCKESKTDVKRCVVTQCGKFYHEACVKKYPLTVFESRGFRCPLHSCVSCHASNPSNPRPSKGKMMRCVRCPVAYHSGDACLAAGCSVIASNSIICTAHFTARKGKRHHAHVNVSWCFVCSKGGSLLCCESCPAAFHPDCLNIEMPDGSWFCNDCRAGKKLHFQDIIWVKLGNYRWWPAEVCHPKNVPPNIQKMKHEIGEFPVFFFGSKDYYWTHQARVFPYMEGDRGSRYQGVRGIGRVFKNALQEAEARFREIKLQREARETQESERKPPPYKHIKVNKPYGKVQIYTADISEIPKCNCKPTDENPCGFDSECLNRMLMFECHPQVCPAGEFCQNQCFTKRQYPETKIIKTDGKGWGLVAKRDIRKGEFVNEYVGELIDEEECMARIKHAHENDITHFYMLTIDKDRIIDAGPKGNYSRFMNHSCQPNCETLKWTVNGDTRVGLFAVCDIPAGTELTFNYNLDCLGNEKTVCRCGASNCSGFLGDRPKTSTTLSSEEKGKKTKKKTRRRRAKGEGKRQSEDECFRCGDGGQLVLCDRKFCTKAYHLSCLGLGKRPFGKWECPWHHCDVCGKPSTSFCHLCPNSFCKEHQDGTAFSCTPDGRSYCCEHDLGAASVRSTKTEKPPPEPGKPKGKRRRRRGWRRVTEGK
Keap1 Nrf2 FP – Keap1-Nrf2 protein-protein interaction inhibitors, primary screen, biochemical, fluorescence polarization, single point | inhibition, % at 9.4 µM | 340,000 compounds, 0.15% hits | Keap1 Kelch-Nrf2 peptide fluorescence polarization, 1536-well | AID 504523, 2011 | Kelch-like ECH-associated protein 1 (Homo sapiens), Q14145; in the data active = inhibition above about 12%;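 also: human Keap1 Kelch domain with fluorescein labeled Nrf2 9mer peptide probe; 0% = neutral control wells and 100% = peptide positive control; higher means more block of Keap1 binding to Nrf2 peptide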
Cardiac RTF inh – cardiac RTF calcium sensitivity inhibitors, primary screen, biochemical, IANBD-TnC fluorescence, EC70 calcium | 340,000 compounds, 0.12% hits | IANBD-labeled cardiac RTF, Ca2+ fluorescence | inhibition, % at 7.15 µM | Troponin I, cardiac muscle (Homo sapiens) + Troponin T, cardiac muscle (Homo sapiens) + …;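 active = inhibition above the mean inhibition of all tested compounds plus 3 SD, cut at about 17% in these data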;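 also: assay run at fixed EC70 calcium of 1.6 mM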
DAGLB inh – DAGLB lipase inhibitors, primary screen, biochemical, fluorescence, HTS | AID 504411, 2011 | Diacylglycerol lipase-beta (Homo sapiens), Q8NCG7 | inhibition, % at 5.17 µM | 340,000 compounds, 0.059% hits | HEK293T DAGLB membrane lysate, EnzChek fluorogenic substrate; in the data active = inhibition above about 34%;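 also: 0% = enzyme with vehicle and 100% = wells lacking enzyme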
Pemphigus Ab inh – inhibitors of pemphigus antibody binding to DSG3, primary screen, biochemical, bead-based, flow cytometry, scFv-GFP; Desmoglein-3 (Homo sapiens), P32926; DSG3-coupled beads, scFv-anti-DSG3-GFP binding; active compounds read low; binding (percent of control), % at 10 µM; 310,000 compounds, 0.48% hits; AID 588358, 2011;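 active = binding more than 3 SD below its plate's average and above zero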;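 also: hits lower antibody fragment binding to DSG3; some compounds called inactive have numbers as strong as hits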
LANA DNA inh – inhibitors of KSHV C-LANA binding to DNA, primary screen, biochemical, fluorescence polarization, FAM-LBS DNA, MBP-C-LANA, single point; 340,000 compounds, 0.078% hits; AID 504423, 2011; inhibition, % at 9 µM;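 active = highest replicate inhibition at or above 60% at 9 µM, even if other replicates fall short; inactive = all replicates below 60% inhibition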;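 also: 0% = neutral control wells and 100% = 4 µM acridine orange control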
V-ATPase pHluor – regulators of yeast V-ATPase proton pumping, primary screen, pHLuorin cytosolic pH fluorescence; S. cerevisiae; response, % at 10 µM; 350,000 compounds, 0.37% hits; AID 504577, 2011; in the data active = response mostly above about 7.3%, no sharp cut-off; inactive = mostly below about 5.4%; also: actives read high; inactives centre near 0; some compounds called inactive have numbers as strong as hits
* = called active by the depositor; . = not tested or not shown. This is a subset; rates above refer to the full screens.

CAL PDZ FP-1	CAL PDZ FP-2	Arrestin-AP2 inh	NSD2 inh	Keap1 Nrf2 FP	Cardiac RTF inh	DAGLB inh	Pemphigus Ab inh	LANA DNA inh	V-ATPase pHluor	Structure
-0.8	0	-7	0	5	-9	3	115	1.7	5	Nc1nc2nccc(-c3ccc(Cl)cc3)n2n1
-1.4	2	4	-2	-6	1	-4	112	0.7	-6	COC(=O)CN1C(=S)N(C)C(=O)C1CC(=O)Nc1ccccc1 (configuration not stated)
-0.5	.	-4	.	-5	-4	-2	74	1.1	-1	C=CCn1c(SCCOC)nc2c1c(=O)[nH]c(=O)n2C
-0.5	-1	7	0	-7	-2	1	112	4.2	3	O=C(NNC(=O)c1ccccc1Br)c1ccncc1
0.9	-2	-15	-2	1	-3	-3	98	0.7	1	CC(C)CCC1(C)NC(=O)N(CC(=O)NCC(=O)Nc2ccc(F)c(F)c2F)C1=O (configuration not stated)
-0.5	2	1	1	1	2	-3	111	0.3	2	CCOc1ccc(-c2n[nH]c(C)c2Oc2ccc(OC)cc2)c(O)c1
-0.3	2	-1	.	-6	-12	4	.	2.8	-2	CC1(C)Cc2c(C#N)c(N3CCCC3)nc(-c3ccco3)c2CO1
-0.1	-5	-13	-1	-3	-5	-3	97	-1.1	3	Cc1ccc(N2CC(C(=O)NCc3ccccn3)CC2=O)cc1 (configuration not stated)
.	-10	-4	0	-2	-15	-11	97	0.2	4	O=C(CSc1nnc(COc2ccc(Cl)cc2)o1)OC1CCCCC1
-0.2	-3	4	-1	2	0	-2	114	2.0	1	COc1ccc2[nH]cc(CCNC(=O)Cc3ccc(Br)cc3)c2c1
-2.1	3	23	-5	9	0	0	106	-2.0	3	O=C(CSc1ccccc1F)NCCCN1CCCC1=O
-2.1	-8	20	-3	-1	0	-1	110	-0.1	1	Cc1cc(C)c(NC(=O)CN(C)C(=O)CCC(=O)c2ccc(C)s2)c(C)c1
-0.2	14	2	-1	-3	-3	1	.	-0.7	-1	COC(=O)N/N=C/c1cccc([N+](=O)[O-])c1
-0.6	-4	-6	.	3	4	6	.	1.2	6	CCCCCCC[N+](CC)(CC)CCCCc1ccc(Cl)cc1
-1.6	-2	-10	1	-11	-7	-5	103	1.0	0	Cc1ccc(S(=O)(=O)CCC(=O)OCC(=O)c2c[nH]c3ccccc23)cc1
-0.1	0	24	25	2	-5	1	115	0.7	2	CCOc1ccc(-n2nc3ccc(N)cc3n2)cc1
.	-3	25	-5	1	-2	-6	110	-0.3	0	Cc1cc(OCC(=O)N(C)Cc2ccccc2)ccc1Cl
-0.5	-4	1	0	2	-5	-3	102	0.2	-3	O=C(Nc1ccccc1)Oc1ccc[nH]c1=O
-1.3	6	41	-1	-2	0	-1	103	0.9	-3	O=C(COC(=O)/C=C/c1ccccc1)NC1CC1
0.2	-1	-6	-4	-2	-9	1	93	-0.8	2	CCOCCCNC(=O)c1oc2ccc3c(c2c1C)C(O)CC(C)(C)O3 (configuration not stated)

Arranged by heavy-atom count (smallest number first): part of the list above
CAL PDZ FP-1	CAL PDZ FP-2	Arrestin-AP2 inh	NSD2 inh	Keap1 Nrf2 FP	Cardiac RTF inh	DAGLB inh	Pemphigus Ab inh	LANA DNA inh	V-ATPase pHluor	Structure
-1.3	6	41	-1	-2	0	-1	103	0.9	-3	O=C(COC(=O)/C=C/c1ccccc1)NC1CC1
-0.1	0	24	25	2	-5	1	115	0.7	2	CCOc1ccc(-n2nc3ccc(N)cc3n2)cc1
.	-3	25	-5	1	-2	-6	110	-0.3	0	Cc1cc(OCC(=O)N(C)Cc2ccccc2)ccc1Cl

Further structures follow:
CAL PDZ FP-1	CAL PDZ FP-2	Arrestin-AP2 inh	NSD2 inh	Keap1 Nrf2 FP	Cardiac RTF inh	DAGLB inh	Pemphigus Ab inh	LANA DNA inh	V-ATPase pHluor	Structure
0.4	0	10	-1	1	4	0	89	0.2	-1	CCOc1ncccc1C(=O)N1CCN(Cc2ccc3c(c2)OCO3)CC1
-2.1	-4	-1	-9	-4	-9	4	100	1.0	4	O=S(=O)(Nc1ccc(Br)cn1)c1ccc2ccccc2c1
0.2	-4	-2	2	-5	-11	0	112	-0.5	0	COc1ccc(N2Cc3ccccc3C2=NC(=O)c2cccc([N+](=O)[O-])c2)cc1
0.1	-4	1	2	-7	-2	-2	101	0.2	-2	COc1ccc(NC(=O)CN(C)C(=O)c2cn(-c3ccccc3)nc2-c2ccc(OC)cc2)cc1
0.8	-4	14	-2	-1	-6	-3	.	1.0	3	Cc1ccc(OCCC(=O)OCC(=O)NC2CCCC(C)C2C)cc1 (configuration not stated)
-3.2	-4	19	-2	-6	2	-2	83	1.1	-1	COc1ccc(/C=N/NC(=S)Nc2cccc(C(=O)O)c2)cc1
0.1	4	-3	-3	-7	-13	2	93	-0.9	-2	NS(=O)(=O)c1ccc(NC2(C(=O)O)CCCC2)cc1
-1.1	-2	4	0	1	-4	-10	105	0.1	-1	O/N=C/c1cc(Cl)ccc1OCc1ccccc1Cl
-2.5	-5	-19	2	-2	3	-3	122	1.4	-1	Cc1cc(C(C)(C)C)oc1C(=O)N1CCN(C(=O)c2oc(C(C)(C)C)cc2C)CC1
-1.5	0	-2	-1	-6	3	1	119	0.7	8	COc1ccc(C(=O)NCC(C)(C)CNC(=O)c2ccc(OC)c(OC)c2)cc1OC
-2.9	-1	7	-1	1	-3	2	.	2.2	-4	Cc1nnc(SCC(=O)NC2CCCC2)s1
-0.9	.	5	3	-5	-6	-2	105	-0.9	6	CCOc1ccccc1CN1CCNC(=O)C1CC(=O)N(C)C1CCOCC1 (configuration not stated)
-2.7	2	5	0	2	-8	-1	86	2.5	0	O=C(O)C1CC1C(=O)Nc1nc2c(Cl)cccc2s1 (configuration not stated)
-2.1	-2	-6	-1	0	-5	1	.	-0.2	1	O=C(NCc1ccco1)c1ccc(Cn2c(=S)[nH]c3ccccc3c2=O)cc1
0.5	-5	10	19	-1	-5	5	100	-1.8	-5	c1ccc2c(c1)NCC1CCCN21 (configuration not stated)
0.3	2	18	-1	-3	-3	-3	.	2.2	-2	Cc1ccc(S(=O)(=O)NCCN2CCOCC2)cc1
.	-6	25	-4	-1	-3	-3	100	-0.3	2	CCOC(=O)Cc1c[nH]c2ccccc12
-0.4	-4	2	32	-1	-7	0	95	-0.2	4	COc1ccc(N2C(=O)CSC2c2ccccc2F)c(OC)c1 (configuration not stated)
-1.9	-2	-11	1	-4	4	6	92	-0.9	2	Fc1ccc2c(c1)C(c1ccncc1)=NNC(c1ccc(Cl)cc1)=N2
-0.5	-3	-5	.	1	-6	-4	108	1.3	-3	COc1ccc(C2/C=C\CN(S(=O)(=O)c3ccc(C)cc3)CC(=O)N2Cc2ccc(F)cc2)cc1 (configuration not stated)
-0.4	-3	10	2	-3	-18	0	107	0.5	-2	COC(=O)c1c(C)[nH]c(C(=O)CN2CCOCC2)c1C
-0.8	0	8	12	2	-21	0	106	-2.0	1	Cc1cc(C(=O)OCC(=O)NCCc2ccccc2)c(C)o1
-1.2	1	3	3	-1	-3	-1	99	-1.8	-4	Cc1cccn2c(=O)c3cc(C#N)c(=O)n(CCCN4CCOCC4)c3nc12
-0.8	0	-9	-3	1	6	2	96	1.0	0	Cc1c(C#N)c(=O)c(-[n+]2ccccc2)c([S-])n1-c1ccc(Cl)cc1
-2.6	7	-3	-1	1	2	-7	103	-2.1	3	COc1ccc2c(c1OC)C(=O)OC2CC(=O)c1ccc2c(c1)OCO2 (configuration not stated)
-0.2	-4	-2	-3	-6	-6	2	113	-2.3	-4	Cc1ccc(S(=O)(=O)N[C@H](C(=O)N2CCC(C(=O)N3CCC[C@H]3C(=O)O)CC2)C(C)C)cc1
-2.2	-2	2	3	3	-1	1	92	-2.2	-5	CN(C(=O)CSc1nc2ccc([N+](=O)[O-])cc2s1)C1CCS(=O)(=O)C1 (configuration not stated)
-7.6	5	-17	-2	-7	-1	1	99	-0.5	0	O=C(Cn1c(NCCO)nc2ccccc21)NCC1CCCO1 (configuration not stated)
0.1	6	-18	.	-4	-5	-1	100	-6.4	1	Cc1cc(C)c(N2C(=O)C3C4CC(=O)C(c5ccccc54)C3C2=O)c(C)c1 (configuration not stated)
-4.1	0	19	-1	-2	-5	1	98	7.1	0	Cc1ccc2c(c1)/C(=N/OS(=O)(=O)c1ccccc1)CCS2
-2.8	-3	-1	-3	-3	-22	0	84	-0.3	-2	COc1ccc(CNC(=S)Nc2ccc3nc(N4CCOCC4)cc(C)c3c2)cc1
-0.4	-4	3	4	3	1	-9	107	-1.4	5	O=C(c1ccccc1)N1CC(COc2ccccc2)OC(c2ccco2)O1 (configuration not stated)
0.6	-4	16	15	1	-3	2	98	-0.5	4	CC1(C)C(=O)Nc2ccccc2N1C(=O)c1ccc([N+](=O)[O-])cc1
-2.5	3	10	-1	-5	-8	-2	117	-0.7	0	Cc1n[nH]c(C)c1S(=O)(=O)N1CCCC(C(=O)NCc2ccccc2Cl)C1 (configuration not stated)
-1.2	-3	18	0	-1	1	-1	100	-0.5	3	Cc1cccc(OCc2nc(C)cc(=O)[nH]2)c1
-1.5	16	2	-1	-2	7	2	73	4.6	-2	CCN(C(=O)COC(=O)C1=COCCO1)c1c(N)n(Cc2ccccc2)c(=O)[nH]c1=O
-1.7	0	17	-1	-4	-1	-2	108	-0.8	8	O=C(CSc1nc2ccccc2c(=O)n1CC1CCCCC1)N1CCOCC1
0.2	.	-1	12	2	-7	-2	113	-1.3	-3	COc1ccc(C(=O)Nc2ccc(O)c3ccccc23)cc1OC
0.3	-5	7	2	-3	-6	-1	97	-3.0	-1	Cc1ccc(C(=O)CC2(O)C(=O)Nc3ccccc32)s1 (configuration not stated)
-0.8	-6	-10	-4	2	0	-2	103	1.7	-1	C=CCNC(=O)C12CC3(C)CC(C)(CC(C)(C3)C1)C2
-1.2	.	9	0	1	7	1	101	-0.8	0	COC(=O)c1ccc(C)c(NC(=O)CN2C(=O)c3ccccc3S2(=O)=O)c1
